IDH1 R132H inh – IDH1 R132H (human) inhibition; O75874; 70,000 tested, 0.18% active; IDH1 R132H reductase, diaphorase/resazurin fluorescence, 60 min; inhibition, % at 10 µM; AID 624101; in the data active means inhibition above about 34%;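 further: 0% = DMSO and 100% = no enzyme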
PRC2 inh – inhibitors of human EZH2/PRC2 methyltransferase | inhibition, % at 12.5 µM | 57,000 tested, 0.35% active | Q15910 | PRC2 H3K27 methylation, DELFIA TRF, 1 h;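 active means mean inhibition of replicates at least 50% and every single replicate also reaching 50%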;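 further: dimethyl H3K27 on biotinylated H3 21-44 peptide detected by antibody; plate controls were median neutral control wells for no effect and median positive control wells for full effect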
Target sequence (Q15910 whole entry, looked up): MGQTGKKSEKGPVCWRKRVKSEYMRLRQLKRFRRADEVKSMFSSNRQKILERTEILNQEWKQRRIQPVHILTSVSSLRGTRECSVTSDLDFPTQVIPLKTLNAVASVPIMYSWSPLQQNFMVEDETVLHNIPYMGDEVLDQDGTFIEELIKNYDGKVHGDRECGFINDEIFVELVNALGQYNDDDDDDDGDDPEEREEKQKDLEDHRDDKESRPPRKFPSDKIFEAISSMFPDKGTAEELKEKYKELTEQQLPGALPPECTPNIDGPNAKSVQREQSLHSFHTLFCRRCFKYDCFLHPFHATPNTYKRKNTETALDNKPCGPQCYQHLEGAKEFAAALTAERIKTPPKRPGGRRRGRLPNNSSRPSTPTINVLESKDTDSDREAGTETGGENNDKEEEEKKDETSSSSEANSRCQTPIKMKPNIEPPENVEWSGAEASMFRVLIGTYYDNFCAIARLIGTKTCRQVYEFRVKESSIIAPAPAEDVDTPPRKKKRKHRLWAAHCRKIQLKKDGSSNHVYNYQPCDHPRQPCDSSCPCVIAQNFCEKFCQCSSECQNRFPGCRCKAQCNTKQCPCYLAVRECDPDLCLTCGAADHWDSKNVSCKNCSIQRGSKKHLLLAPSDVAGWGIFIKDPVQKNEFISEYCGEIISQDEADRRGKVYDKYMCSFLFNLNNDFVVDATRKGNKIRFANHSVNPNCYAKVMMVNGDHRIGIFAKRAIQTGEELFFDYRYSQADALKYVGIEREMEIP
Starred values were filed as active, the others as inactive; . = no result given. A portion of the library (hit frequency here may not be typical).

SMILES | IDH1 R132H inh | PRC2 inh
O=C(CSc1ccc([N+](=O)[O-])cn1)N1CCc2ccccc21 | 0.0 | 4
COc1ccc(S(=O)(=O)N(C)C[C@@H]2Oc3ccc(NC(=O)C4CC4)cc3CC(=O)N([C@H](C)CO)C[C@H]2C)cc1 | -0.8 | .
C[C@H](CO)N1C[C@H](C)[C@@H](CN(C)S(=O)(=O)c2cccs2)OCCCC[C@H](C)Oc2ccc(NS(C)(=O)=O)cc2C1=O | 1.4 | .
CC(C)(O)C1Oc2cc3occ(-c4ccc(O)cc4)c(=O)c3c(O)c2C1O (stereo unspecified) | -0.2 | .
C[C@H]1CN([C@@H](C)CO)C(=O)c2cc(NC(=O)CCN3CCOCC3)ccc2O[C@H]1CN(C)Cc1ccc(C(=O)Nc2ccccc2N)cc1 | 0.0 | 2
C[C@H](CO)N1C[C@H](C)[C@@H](CN(C)Cc2ccccc2)Oc2ccc(NC(=O)Nc3ccc(C(F)(F)F)cc3)cc2C1=O | 3.2 | -20
C[C@H]1CN([C@@H](C)CO)C(=O)Cc2cc(NC(=O)Nc3ccc(C(F)(F)F)cc3)ccc2O[C@H]1CN(C)Cc1ccncc1 | 2.0 | .
C[C@H](CO)N1C[C@H](C)[C@H](CN(C)Cc2ccc(C(=O)O)cc2)Oc2ccc(N(C)C)cc2C1=O | 2.4 | -1
CCC(=O)Nc1ccc2c(c1)OC[C@@H](C)N(C(=O)c1ccccc1F)C[C@@H](C)[C@@H](OC)CN(C)C2=O | 0.3 | -12
COc1ccccc1-c1cn(CC[C@H]2CC[C@@H](NC(=O)C3CCC3)[C@@H](CO)O2)nn1 | -0.5 | 0
C[C@H](CO)N1C[C@H](C)[C@H](CN(C)C(=O)Nc2ccc(C(F)(F)F)cc2)Oc2c(NC(=O)Nc3ccc4c(c3)OCO4)cccc2C1=O | -0.1 | .
C[C@H](CO)N1C[C@H](C)[C@H](CN(C)C(=O)NC2CCCCC2)Oc2cc(C#Cc3ccc(F)cc3)ccc2S1(=O)=O | -2.9 | -20
C[C@@H]1CN([C@@H](C)CO)C(=O)Cc2cc(NC(=O)CCN3CCOCC3)ccc2O[C@H]1CN(C)S(=O)(=O)c1cccs1 | 0.3 | .
C/C=C/c1ccc2c(c1)O[C@@H](CN(C)C(=O)C1CCOCC1)[C@@H](C)CN([C@@H](C)CO)S2(=O)=O | -1.5 | .
CCC(=O)Nc1ccc2c(c1)OC[C@@H](C)N(C(=O)CN(C)C)C[C@H](C)[C@H](OC)CN(C)C2=O | 0.2 | 8
C[C@H](CO)N1C[C@H](C)[C@@H](CN(C)C(=O)C2CCCCC2)OCc2cnnn2CCCC1=O | . | 8
CC(C)NC(=O)Nc1ccc2c(c1)C(=O)N([C@@H](C)CO)C[C@H](C)[C@H](CN(C)S(=O)(=O)c1cn(C)cn1)OCCCC[C@H](C)O2 | 0.8 | .
Cc1ccc(OCC(=O)Nc2cc(-c3nc4ccc(C)cc4o3)ccc2Cl)c(C)c1 | -0.2 | -16
C[C@@H]1CN([C@@H](C)CO)C(=O)c2cc(NS(=O)(=O)c3ccc(Cl)cc3)ccc2O[C@H]1CN(C)C | 1.5 | -7
CC(C)C#Cc1ccc2c(c1)O[C@H](CN(C)Cc1cncnc1)[C@H](C)CN([C@@H](C)CO)S2(=O)=O | . | 10
C[C@@H]1CN([C@H](C)CO)S(=O)(=O)c2ccc(-c3cccc(C(=O)N(C)C)c3)cc2O[C@@H]1CN(C)C(=O)Cc1ccccn1 | 0.5 | -9
C[C@H](CO)N1C[C@H](C)[C@H](CN(C)C(=O)Nc2ccc3c(c2)OCO3)Oc2ccc(NC(=O)NC3CCCCC3)cc2C1=O | 0.4 | .
Cn1c(SCC(=O)c2ccc([N+](=O)[O-])cc2)nnc1-c1cccnc1 | 0.1 | 0
COc1cccc(C2CC(C(F)(F)F)n3ncc(C(=O)NCc4cccnc4)c3N2)c1 (stereo unspecified) | 0.3 | -4
Cc1ccc(S(=O)(=O)N(C)C[C@@H]2Oc3c(NC(=O)Nc4ccccc4)cccc3C(=O)N([C@@H](C)CO)C[C@@H]2C)cc1 | 0.2 | -2
C[C@@H]1CN([C@@H](C)CO)C(=O)c2cccc(NC(=O)c3cnccn3)c2O[C@H]1CN(C)S(=O)(=O)c1cn(C)cn1 | 0.4 | .
C[C@@H]1CN([C@@H](C)CO)C(=O)Cc2cc(NC(=O)Cc3ccccc3)ccc2O[C@H]1CN(C)CC1CC1 | -1.5 | -6
C[C@H]1CN([C@@H](C)CO)C(=O)Cc2cc(NC(=O)Nc3cccc4ccccc34)ccc2O[C@@H]1CN(C)S(=O)(=O)c1ccc(F)cc1 | -2.1 | .
COc1ccc(NC(=O)Nc2ccc3c(c2)CC(=O)N([C@@H](C)CO)C[C@H](C)[C@H](CN(C)Cc2ccc(Oc4ccccc4)cc2)O3)cc1 | -3.0 | .
Cc1noc(C)c1NC(=O)N(C)C[C@H]1Oc2ccc(NS(=O)(=O)c3cccs3)cc2CC(=O)N([C@H](C)CO)C[C@@H]1C | -1.6 | .
O=C(Cc1ccncc1)NCC[C@H]1CC[C@H](NC(=O)C2CC2)[C@H](CO)O1 | 0.0 | 5
C[C@@H]1CN([C@@H](C)CO)C(=O)c2cc(/C=C/c3ccccc3)cnc2O[C@H]1CN(C)C(=O)NC1CCCCC1 | 1.2 | -10
COC(=O)c1ccccc1NC(=O)COc1ccc(Br)cc1C | 0.2 | 36
C[C@H]1CN([C@@H](C)CO)C(=O)c2cccc(NC(=O)c3nc4ccccc4s3)c2O[C@@H]1CN(C)C(=O)Nc1ccc2c(c1)OCO2 | 0.0 | .
S=C(NC1CCCCC1)N1CCC(C2C=NC=N2)CC1 (stereo unspecified) | 2.1 | .
C[C@@H]1CN([C@H](C)CO)C(=O)c2cc(C#CC(C)(C)O)cnc2O[C@H]1CN(C)C(=O)CN(C)C | 0.0 | 7
COc1ccccc1-n1c(N)cc(=O)nc1SCC(=O)Nc1ccc(Br)cc1 | -0.4 | 8
C[C@H](CO)N1C[C@H](C)[C@H](CN(C)Cc2ccc(C(=O)O)cc2)Oc2ncc(C#CCN(C)C)cc2C1=O | -3.2 | -3
COc1ccc(S(=O)(=O)N2CCOCC2)cc1C(=O)Nc1ccc(S(=O)(=O)C(F)F)cc1 | -0.5 | -3
CS(=O)(=O)Nc1ccc(C2=NN(S(C)(=O)=O)C(c3ccccc3F)C2)cc1 (stereo unspecified) | 0.2 | 5
CCOc1ccc2c(=O)c(Oc3ccccc3Br)coc2c1 | 0.4 | 10
C[C@H](NC(=O)C[C@H]1CC[C@@H](NC(=O)c2cccnc2)[C@H](CO)O1)c1ccccc1 | -0.8 | 6
C[C@@H]1CN([C@@H](C)CO)C(=O)c2cccc(NS(=O)(=O)c3cn(C)cn3)c2O[C@H]1CN(C)C | -0.1 | -2
COc1ccc(S(=O)(=O)N(C)C[C@@H]2Oc3ccc(NC(=O)Nc4c(C)noc4C)cc3CC(=O)N([C@@H](C)CO)C[C@@H]2C)cc1 | 2.4 | .
Cc1ccc(S(=O)(=O)NCC[C@@H]2CC[C@@H](NC(=O)C3CCOCC3)[C@H](CO)O2)cc1 | 0.0 | 13
CCCN1C[C@H](C)[C@H](OC)CN(C)C(=O)c2ccc(NC(=O)c3cnccn3)cc2OC[C@H]1C | 0.2 | 2
Cc1noc(C)c1S(=O)(=O)Nc1cccc2c1O[C@H](CN(C)C)[C@H](C)CN([C@@H](C)CO)C2=O | 2.8 | 5
C[C@H](CO)N1C[C@H](C)[C@@H](CN(C)Cc2ccc3c(c2)OCO3)Oc2c(NS(=O)(=O)c3ccc(F)cc3)cccc2C1=O | . | -3
O=C(Nc1ccccc1)C1=C[C@H](c2coc3ccccc3c2=O)C[C@H](OCCCCO)O1 | . | 3
CCOc1ccccc1NC(=O)C1CC(=O)n2ncnc2N1 (stereo unspecified) | 0.1 | .
CO[C@@H]1CN(C)C(=O)c2cc(NC(=O)NC(C)C)ccc2OC[C@H](C)N(Cc2ccccn2)C[C@@H]1C | -0.2 | 3
CC1(C)CC(n2c(SCC(N)=O)nc3c(c2=O)C2(CCCC2)Cc2ccccc2-3)CCO1 (stereo unspecified) | 0.0 | -12
C[C@H]1CCCCO[C@H](CN(C)Cc2ccccc2)[C@@H](C)CN([C@@H](C)CO)C(=O)c2cc(NS(=O)(=O)c3ccccc3)ccc2O1 | -0.7 | .
C[C@@H]1CN([C@@H](C)CO)C(=O)c2c(c3ccccc3n2C)-c2ccccc2CO[C@H]1CN(C)C(=O)c1ccncc1 | . | -7
C[C@H](CO)N1C[C@H](C)[C@H](CN(C)C(=O)c2ccccn2)Oc2ncc(C#Cc3ccccn3)cc2C1=O | 0.1 | 4
CCCNC(=O)c1cc2c(c(-c3cccc(-c4cccc(OC)c4)c3)n1)[C@@H](CCO)N([S@](=O)C(C)(C)C)C2 | 0.0 | 7
COc1cc(OC)cc(OCC(O)Cn2cnc3ccccc32)c1 (stereo unspecified) | 1.2 | 5
COc1ccc(S(=O)(=O)N(C)C[C@@H]2Oc3ccc(NC(=O)Nc4ccc5c(c4)OCO5)cc3CC(=O)N([C@H](C)CO)C[C@@H]2C)cc1 | 0.4 | .
COc1cccc(-c2ccc3c(c2)O[C@@H](CN(C)Cc2cncnc2)[C@@H](C)CN([C@@H](C)CO)S3(=O)=O)c1 | -4.5 | -10
CC(C)C#Cc1ccc2c(c1)O[C@@H](CN(C)S(=O)(=O)c1cn(C)cn1)[C@@H](C)CN([C@@H](C)CO)S2(=O)=O | 0.0 | -2

Among those listed so far, 3 have a thiophene ring, fused or not.
SMILES | IDH1 R132H inh | PRC2 inh
C[C@H](CO)N1C[C@H](C)[C@@H](CN(C)S(=O)(=O)c2cccs2)OCCCC[C@H](C)Oc2ccc(NS(C)(=O)=O)cc2C1=O | 1.4 | .
C[C@@H]1CN([C@@H](C)CO)C(=O)Cc2cc(NC(=O)CCN3CCOCC3)ccc2O[C@H]1CN(C)S(=O)(=O)c1cccs1 | 0.3 | .
Cc1noc(C)c1NC(=O)N(C)C[C@H]1Oc2ccc(NS(=O)(=O)c3cccs3)cc2CC(=O)N([C@H](C)CO)C[C@@H]1C | -1.6 | .

New compounds follow.
SMILES | IDH1 R132H inh | PRC2 inh
Cc1cc(C(F)(F)F)nc(SCC(=O)c2cccc([N+](=O)[O-])c2)n1 | -0.5 | 5
COc1ccc(S(=O)(=O)N[C@H]2CC[C@H](CCn3cc(-c4ccccc4F)nn3)O[C@H]2CO)cc1 | 0.4 | 11
Cc1ccc(S(=O)(=O)Nc2ccc3c(c2)C(=O)N([C@H](C)CO)C[C@H](C)[C@@H](CN(C)C(=O)NC(C)C)OCCCC[C@H](C)O3)cc1 | -2.8 | .
C[C@H]1CN([C@@H](C)CO)C(=O)c2cc(C3=CCCCC3)cnc2O[C@H]1CN(C)Cc1ccccc1 | 0.5 | -13
COc1ccc(C)cc1S(=O)(=O)N(CC(N)=O)c1ccc(Cl)cc1 | 0.6 | -9
C[C@H](CO)N1C[C@H](C)[C@@H](CN(C)C)Oc2cc(-c3cncnc3)ccc2S1(=O)=O | -1.9 | 5
C[C@H](CO)N1C[C@H](C)[C@H](CN(C)S(=O)(=O)c2ccc(F)cc2)Oc2ncccc2C1=O | 18 | .
CNCC(O)Cn1c2ccccc2c2ccccc21 (stereo unspecified) | 0.4 | -15
Cc1ccc(S(=O)(=O)N(C)C[C@@H]2Oc3ncc(-c4cc5ccccc5o4)cc3C(=O)N([C@H](C)CO)C[C@@H]2C)cc1 | -0.6 | .
Cn1c(SCC(=O)NC23CC4CC(CC(C4)C2)C3)nnc1-c1cccc([N+](=O)[O-])c1 | 0.0 | -9
C[C@@H]1CN([C@@H](C)CO)C(=O)c2cc(NC(=O)c3ccncc3)ccc2O[C@H]1CN(C)C(=O)Nc1ccc2c(c1)OCO2 | 0.7 | .
Cc1ccccc1-c1ccc2c(c1)O[C@@H](CN(C)C(=O)Nc1ccc(C(F)(F)F)cc1)[C@@H](C)CN([C@H](C)CO)S2(=O)=O | -0.5 | .
C[C@H]1CN([C@@H](C)CO)S(=O)(=O)c2ccc(C#CC3CC3)cc2O[C@@H]1CN(C)C(=O)c1cccnc1 | 0.0 | 5
O=C(CN1CCOCC1)N[C@H]1CC[C@H](CCNC(=O)Nc2cc(F)ccc2F)O[C@@H]1CO | 0.0 | -3
CO[C@@H]1CN(C)C(=O)c2cc(NC(=O)C3CC3)ccc2OC[C@@H](C)N(CC2CCOCC2)C[C@H]1C | -0.2 | 0
COc1ccc(NC(=O)CCCN2C(=O)c3ccccc3C2=O)cc1Cl | 0.0 | -11
C[C@@H]1CN([C@@H](C)CO)C(=O)CCCn2cc(nn2)CO[C@@H]1CN(C)Cc1cccnc1 | 0.9 | 3
CCCC#Cc1cnc2c(c1)C(=O)N([C@H](C)CO)C[C@@H](C)[C@H](CN(C)Cc1cccnc1)O2 | -0.1 | -1

Complete entries as entered above. Values in the order: IDH1 R132H inh	PRC2 inh
Cc1ccc(S(=O)(=O)N(C)C[C@@H]2Oc3ncc(-c4cc5ccccc5o4)cc3C(=O)N([C@H](C)CO)C[C@@H]2C)cc1 as listed: -0.6	.
COc1ccc(C)cc1S(=O)(=O)N(CC(N)=O)c1ccc(Cl)cc1 as listed: 0.6	-9
C[C@H]1CN([C@@H](C)CO)S(=O)(=O)c2ccc(C#CC3CC3)cc2O[C@@H]1CN(C)C(=O)c1cccnc1 as listed: 0.0	5
CO[C@@H]1CN(C)C(=O)c2cc(NC(=O)C3CC3)ccc2OC[C@@H](C)N(CC2CCOCC2)C[C@H]1C as listed: -0.2	0
COc1ccc(NC(=O)CCCN2C(=O)c3ccccc3C2=O)cc1Cl as listed: 0.0	-11

Compound activity deposited in PubChem by Broad Institute.
